# Source: PubChem BioAssay
# SRC3 TRFRET art: flags TR-FRET format artefacts in PPARgamma SRC-3 recruitment agonist screen | TR-FRET artefact counter-screen, PPARgamma/SRC-3 format; active compounds read high | actives 0.39% (n = 99,000) | TR-FRET ratio at 8 µM; in the data active = TR-FRET ratio above about 2000; also: inactives centre near 1600; reference of the scale not given here
# SRC1 TRFRET art: TR-FRET artefact, counter-screen to PPARgamma/SRC-1 agonist assay; TR-FRET detection artefact counter-screen, emission ratio; active compounds read high; TR-FRET ratio at 8 µM; actives 0.34% (n = 99,000); in the data active = TR-FRET ratio above about 2300; also: inactives centre near 1800; reference of the scale not given here
# * hit, by the source's call.
SMILES,SRC3 TRFRET art,SRC1 TRFRET art
N#Cc1cnn2c3c(cnc12)C(=O)N1CCc2ccccc2C1C3 (stereo not drawn),1538,1764
Cc1cccc(/C(N)=N/OC(=O)COc2ccccc2Cl)c1,1702,1804
CCOc1ccc(C2CC(c3ccccc3)Nc3nc(N)nn32)cc1 (stereo not drawn),1473,1997
Cc1ccc(/C=N/NC(=O)c2ccoc2C)s1,1691,1649
Cc1cccc(NC(=O)CN(c2ccc(F)cc2)S(C)(=O)=O)c1,1539,1905
COc1ccc2nc3ccccc3nc2c1NC(=O)c1ccc(Br)cc1,1345,1602
COc1cc2c(=O)n(CCCC(=O)NCC3CCCO3)c(=O)n(CC(=O)c3ccc(F)cc3)c2cc1OC (stereo not drawn),1680,1714
CCN(CC)c1ccc(C(=O)N/N=C/c2ccc(OC)cc2OC)cc1,1717,2065
C=CCn1c(C)cc(C(=O)COC(=O)/C=C/c2ccc(OC)cc2)c1C,1647,1616
O=C(CSc1ccc(-c2ccc(F)cc2)nn1)Nc1ccc2c(c1)OCCO2,1776,1734

# Profiles, quoted from the list. Order of screens: SRC3 TRFRET art, SRC1 TRFRET art
# CCN(CC)c1ccc(C(=O)N/N=C/c2ccc(OC)cc2OC)cc1 is entered as 1717, 2065
# Cc1ccc(/C=N/NC(=O)c2ccoc2C)s1 is entered as 1691, 1649
# O=C(CSc1ccc(-c2ccc(F)cc2)nn1)Nc1ccc2c(c1)OCCO2 is entered as 1776, 1734
# N#Cc1cnn2c3c(cnc12)C(=O)N1CCc2ccccc2C1C3 (stereo not drawn) is entered as 1538, 1764

# Next part:
SMILES,SRC3 TRFRET art,SRC1 TRFRET art
COc1ccc(OCc2nc3c4c(ncn3n2)-c2ccccc2CC42CCCC2)cc1,1701,1613
COc1ccc(C(=O)Nc2ccc(S(=O)(=O)N3CCCC3)cc2)cc1,1662,1798
CN1/C(=C\C=Nc2cc(S(=O)(=O)N3CCOCC3)ccc2N2CCOCC2)C(C)(C)c2ccccc21,1519,1736
CN(CC(=O)O)c1ccc(C(F)(F)F)cc1[N+](=O)[O-],1478,1365
O=C(CNS(=O)(=O)c1cccs1)N1CCCC1,1503,1531
CCOC(=O)CNC(=O)CSc1nnc(NC(=O)c2ccccc2Cl)s1,1616,1968
N#Cc1ccc(N2Cc3ccccc3/C2=N/C(=O)Nc2ccc(Cl)cc2)cc1,1789,1823
COC(=O)Cc1c(O)ccn(CCc2ccc(OC)c(OC)c2)c1=O,1618,1709
CCOC(=O)c1c(C)[n+]([O-])c2ccc3c(non3O)c12,1544,1646
CC1CCCCN1S(=O)(=O)c1ccc(C(=O)Nc2ccccc2-c2nc3ccccc3s2)cc1 (stereo not drawn),1430,1863
Cc1c(NC(=O)COC(=O)Cc2ccc(Cl)cc2)c(=O)n(-c2ccccc2)n1C,1592,1825
Cc1ccc(NC(=O)c2ccccn2)cc1S(=O)(=O)N1CCOCC1,1575,1582
O=C(CCCOc1ccc(Cl)cc1Cl)NCc1ccncc1,1287,1695
Cc1cccc(N(C(=O)Cn2nnc3ccccc32)C(C(=O)NCc2ccco2)c2ccncc2)c1C (stereo not drawn),1524,1914
COCCCN(C(=S)NC(=O)c1ccc(C(C)(C)C)cc1)c1c(N)n(Cc2ccccc2)c(=O)[nH]c1=O,1411,1759
COc1ccc(CC(=O)Nc2cccc(-c3ccc4nnc(C)n4n3)c2)cc1OC,1567,1681
COc1ccccc1NC(=O)Cc1csc(NC(=O)c2ccccc2)n1,1573,2040
CCOC(=O)c1cc(CC)sc1NC(=O)C1CC(=O)NN1Cc1ccccc1 (stereo not drawn),1462,1618
CC(C)=CCCC(C)CN1CCC(N2CCC(C(=O)NC(C)C)CC2)CC1 (stereo not drawn),1496,1748
COc1ccc(NC(=O)C2CC(=O)OC2c2ccccc2)cc1 (stereo not drawn),1623,2037
COc1ccc(N2CC(C(=O)N/N=C/c3cc([N+](=O)[O-])ccc3O)CC2=O)cc1 (stereo not drawn),1573,1869
CCC(c1nnnn1Cc1ccc2c(c1)OCO2)N1CCN(CC)CC1 (stereo not drawn),1594,1662
CCOC(=O)C1(C)NC(c2cccs2)C2C(=O)N(c3ccccc3)C(=O)C21 (stereo not drawn),1808,1916
O=C1C2C3C=CC(C3)C2C(=O)N1c1ccccc1OS(=O)(=O)c1ccccc1 (stereo not drawn),1491,1782
CC(C)CC(=O)NNC(=O)c1ccc(Cl)cc1,1570,1526
COc1ccc(C(O)c2nccc3cc(OC)c(OC)cc23)cc1OC (stereo not drawn),1388,1813
CC1(C)CC(=O)C(C(N)=NC(=O)c2ccc([N+](=O)[O-])cc2)=C(O)C1,1639,1745
COc1ccc([N+](=O)[O-])cc1N(CC(O)CN(C)C)S(=O)(=O)c1ccc(C)cc1 (stereo not drawn),1504,1870
C/C(=N\Nc1cccc2cccnc12)c1ccccn1,1493,1555
COc1ccc(N2C(=O)c3ccccc3NC23CCCC3)cc1,1550,1910
COc1ccc(COc2cc(-c3cccc(OC)c3)nc3ccc(NC(=O)C(C)C)cc23)cc1,1482,1514
CN(C)CCCN(C(=O)COc1ccccc1)c1nc2c(Cl)cccc2s1,1311,1767
O=C(NC1=NCCS1)C1CCCCC1,1689,1929
C=CCn1c(-c2ccc([N+](=O)[O-])cc2)n[nH]c1=S,1602,1718
Cc1cc(C)cc(C(=O)NCC(=O)OCC(=O)Nc2cccnc2Cl)c1,1512,2046
O=C(OCC(=O)N1CCc2ccccc2C1)c1cccc([N+](=O)[O-])c1,1597,2033
C/C(=N\NC(=O)Cc1cccn1C)c1cccs1,1498,1456
O=C(CN1CCN(c2cccc(Cl)c2)CC1)Nc1nccs1,1614,1937
CN1CCN(c2nc(-c3cccs3)nc3ccccc23)CC1,1439,1800
O=C(c1ccc(C(F)(F)F)cc1)N1CCC(=O)N(C(COCc2ccc(C(F)(F)F)cc2)Cc2ccccc2)CC1 (stereo not drawn),1539,1909
O=C(/C=C/c1ccc(S(=O)(=O)N2CCOCC2)cc1)NCc1ccccc1Cl,1480,1623
COc1cccc(-c2cc3nc(-c4ccccc4)cc(N4CCCC(O)C4)n3n2)c1 (stereo not drawn),1618,1686
CC(C)C(OC(=O)c1cc2occc2n1C)C(=O)NCc1ccc2c(c1)OCO2 (stereo not drawn),1951,1700
Cc1ccc2[nH]cc(CCNC(=O)c3ccc([N+](=O)[O-])cc3)c2c1,1430,1626
Cc1ccc(C)n1-c1ccc(C(=O)/C=C/N(C)C)cc1,1582,1929
Cc1cc(OCC(=O)NC2CCN(C)CC2)ccc1[N+](=O)[O-],1614,1967
Cc1ccc(S(=O)(=O)NCCC(=O)N2CCN(Cc3ccccc3)CC2)cc1,1438,1664
Cc1ccc(NC(=O)OC(C)CNC(=O)Oc2cccc(C)c2)cc1 (stereo not drawn),1811,1790
CCNc1nc(NC(C)(C)C)nc(Oc2ccc(=O)n(-c3ccccc3)n2)n1,1641,1864
Clc1ccc(-c2c[nH]c3ccccc23)nn1,1464,1796
# Further results.
SMILES,SRC3 TRFRET art,SRC1 TRFRET art
c1cc2c(cnc3cscc32)s1,2526*,3316*
CC(C)CN1C(=O)C(=O)N(CC(=O)Nc2cc(Cl)ccc2Oc2ccccc2)C1=O,1603,1614
CC1Cc2ccccc2N1CC(=O)NCc1ccccc1Cl (stereo not drawn),1674,1748
O=C(O)C1CCCCC1C(=O)Nc1ccccc1C(=O)N1CCN(c2ccc(F)cc2)CC1 (stereo not drawn),1650,1742
O=C(NC(=S)Nc1ccc(S(=O)(=O)Nc2ncccn2)cc1)c1cccc(Br)c1,1440,1776
CC1CN(C(=O)Nc2cccc(Cl)c2)C2(CCCCCC2)O1 (stereo not drawn),1506,1844
O=C(COC(=O)/C=C/c1ccc(OC(F)F)cc1)NCc1cccs1,1455,1552
CC(=O)Nc1cccc(N(C)C)c1,1484,1559
CC(=O)Nc1ccc(S(=O)(=O)NC2(C(F)(F)F)C(=O)Nc3c2c(=O)[nH]c(=O)n3Cc2ccco2)cc1 (stereo not drawn),1647,2200
O=C(NCCc1ccccn1)c1ccc(OC(F)F)cc1,1510,1667
COc1ccc2c(c1OC)C(=O)OC2,1506,1696
COC(=O)c1ccc(NC(=O)CCNS(=O)(=O)c2cccc3nonc23)cc1,1518,2090
O=C(N/N=C/C=C/c1ccco1)/C(=C/c1ccccc1)NC(=O)c1ccccc1,1515,1813
O=C(NCc1ccccc1F)Nc1ccc([N+](=O)[O-])cc1,1404,1818
CC(O)CCC(=O)NNC1=CC(=O)CC(C)(C)C1 (stereo not drawn),1542,1779
CCOC(=O)C1(CCOc2ccccc2)CCN(Cc2cnc(C)[nH]2)CC1,1692,1824
O=C(OCC(=O)N1CCc2ccccc21)c1nc(Cl)ccc1Cl,1588,1929
O=C(c1ccc2c(c1)OCO2)N(CC1CCCO1)C1(C(=O)NC2CCCC2)CCCCC1 (stereo not drawn),1364,1830
O=C(CNC(=O)c1ccccc1F)Nc1ccccc1C(F)(F)F,1396,1882
Cc1cc(C)cc(NC(=O)COc2ccc(C(=S)N3CCOCC3)cc2)c1,1512,1837
COc1ccc(-c2cc(=O)c(C(=O)c3ccc(C)cc3)n[nH]2)cc1,1587,1815
COc1ccc2c(CC(=O)Nc3ccccc3OC)coc2c1,1517,1858
O=C(COc1ccc(Cl)cc1)NCc1nnc(SCC(=O)N2CCCCCC2)o1,1617,1838
Cc1ccc(NC(=O)c2cc(=O)c3ccccc3o2)c(C)c1,1554,1950
Cc1cc(C(=O)CN2C(=O)NC3(CCC(C)CC3)C2=O)c(C)n1C (stereo not drawn),1565,1561
Cc1cccc(Nc2c([N+](=O)[O-])c(=O)n(C)c3ccccc23)c1,1719,1848
C=CCN(CC=C)C(=S)NC(=O)c1ccc([N+](=O)[O-])cc1,1522,1770
CC(=O)c1cccc(NC(=O)CSc2ccc(-c3ccc4c(c3)OCO4)nn2)c1,1774,1667
CC(=O)NC(Cc1cccc(F)c1)C(=O)NC1CCN(c2ncccc2[N+](=O)[O-])CC1 (stereo not drawn),1407,1845
O=C(CCCNS(=O)(=O)c1ccccc1)NCc1ccco1,1489,1777
COc1cc2c(cc1OC)CN(C(=O)c1ccc(S(=O)(=O)N3CCCCCC3)cc1)CC2,1719,1685
CCCC(=O)OCCNc1cc(Sc2nccn2C)c2nonc2c1[N+](=O)[O-],1515,1683
O=C(Cn1c2ccccc2c(=O)c2cc([N+](=O)[O-])ccc21)Nc1ccccc1Cl,1551,1715
CC(NS(=O)(=O)c1ccc(Br)cc1)C(=O)NCc1ccc2c(c1)OCO2 (stereo not drawn),1504,1933
Cc1cc(OCCn2cnc3ccccc3c2=O)cc(C(C)C)c1,1570,1532
CCCS(=O)(=O)Nc1ccc(-c2ccc3nnc(C)n3n2)cc1,1765,1945
CC(C)[C@H](CN(N=O)[C@@H](Cc1ccccc1)CN(C)N=O)N(CCc1ccccc1)N=O,1575,1844
CC(NCC(O)COCc1ccc(Cl)cc1)c1ccccc1 (stereo not drawn),1851,1889
Nc1nnc(-c2ccc(Cl)c([N+](=O)[O-])c2)s1,1508,1981
COc1cc(/C=N/NC(=O)c2ccc(CSc3nc4ccccc4[nH]3)cc2)cc(OC)c1OC,1528,1495

# Retrieved by structure from above:
SMILES,SRC3 TRFRET art,SRC1 TRFRET art
CCCS(=O)(=O)Nc1ccc(-c2ccc3nnc(C)n3n2)cc1,1765,1945
COc1cc(/C=N/NC(=O)c2ccc(CSc3nc4ccccc4[nH]3)cc2)cc(OC)c1OC,1528,1495
O=C(Cn1c2ccccc2c(=O)c2cc([N+](=O)[O-])ccc21)Nc1ccccc1Cl,1551,1715
Cc1cc(OCCn2cnc3ccccc3c2=O)cc(C(C)C)c1,1570,1532
Nc1nnc(-c2ccc(Cl)c([N+](=O)[O-])c2)s1,1508,1981
CC(C)[C@H](CN(N=O)[C@@H](Cc1ccccc1)CN(C)N=O)N(CCc1ccccc1)N=O,1575,1844
CC(NS(=O)(=O)c1ccc(Br)cc1)C(=O)NCc1ccc2c(c1)OCO2 (stereo not drawn),1504,1933

# The list goes on.
SMILES,SRC3 TRFRET art,SRC1 TRFRET art
S=C(NCC1COc2ccccc2O1)Nc1ccccc1 (stereo not drawn),1718,2066
CCOc1cccc(C2NC(=S)NC(C)=C2C(=O)Nc2ccccc2)c1 (stereo not drawn),1765,1772
COc1cc(/C=C\C(=O)NCc2ccc3[nH]c(C)cc3c2)cc(OC)c1OC,1577,1587
COc1ccc(C(=O)NCC(=O)N2CCc3ccccc3C2)cc1,1625,1971
Cc1cc(C)nc(NS(=O)(=O)c2ccc(NC(=O)c3cc(-c4ccccc4)nc4ccccc34)cc2)n1,1606,1748
Cn1cc(/C=C2\SC(=O)N(c3ccccc3)C2=O)c2ccccc21,1826,1880
CC1(C)CC(NC(=O)COc2ccccc2Cl)CC(C)(C)N1,1654,1812
COC(=O)c1c(NC(=O)c2c(Cl)cnn2C)sc(C)c1C,1680,1622
OCCN(Cc1nc(-c2ccc3c(c2)OCO3)no1)Cc1cccs1,1420,1480
Cc1ccc(C(=O)CSc2nnc3ccccn23)c(C)c1,1381,1689
CCOC(=O)Cc1csc(SCC(=O)Nc2cc(C)ccc2OC)n1,1656,1839
COc1cc(C(=O)NCC(=O)OCn2nnc3ccccc3c2=O)cc(OC)c1OC,1580,1780
COc1cccc(/C=C(/C(=O)OCC(=O)NC2CCCC(C)C2C)c2ccccc2)c1 (stereo not drawn),1727,2077
COc1ccc(/C=N/NC(=O)c2cnccn2)cc1O,1634,1906
CCOC(=O)c1ccc(NC(=O)N2CCN(C(=O)c3ccco3)CC2)cc1,1483,1825
COc1ccc(N=C2SC(CC(=O)Nc3ccccc3)C(=O)N2Cc2ccccn2)cc1 (stereo not drawn),1444,1663
COc1ccc(CNC(=O)C2(C)Cc3ccccc3C(=O)O2)cc1 (stereo not drawn),1451,1699

# Exported with each value named: entries from further up.
C=CCn1c(-c2ccc([N+](=O)[O-])cc2)n[nH]c1=S
  SRC3 TRFRET art = 1602
  SRC1 TRFRET art = 1718

COC(=O)Cc1c(O)ccn(CCc2ccc(OC)c(OC)c2)c1=O
  SRC3 TRFRET art = 1618
  SRC1 TRFRET art = 1709

CC1CCCCN1S(=O)(=O)c1ccc(C(=O)Nc2ccccc2-c2nc3ccccc3s2)cc1 (stereo not drawn)
  SRC3 TRFRET art = 1430
  SRC1 TRFRET art = 1863

# Not all compounds are listed, so the mix of outcomes need not match the whole.
